esBAF inh – SWI/SNF esBAF complex inhibition; AID 602393; reporter increase, % at 12.5 µM; mouse ES cells, Bmi1-luciferase knock-in reporter, 24 h; 100% = twice the neutral-well signal; 350,000 tested, 2% active; in the data active = activation above about 40%;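 also: 0% = median of the plate's neutral control wells and 100% = double that signal; a rise in the Bmi1 reporter signal indicates esBAF inhibition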
miR-122 sensor – blocks miR-122 activity in Huh7 sensor cells | Huh7 miR-122 Renilla luciferase sensor, 48 h; neutral wells = 0, positive control = 100 | activation (reporter increase), % at 12.5 µM | 340,000 tested, 0.3% active | AID 602342;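 active = mean replicate activation score at least 90 and every replicate individually at or above 90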;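 also: higher luciferase means less miR-122 activity so hits act as miR-122 inhibitors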
Statin myotox sup – suppressors of simvastatin-induced myotoxicity in C2C12 myotubes; 330,000 tested, 0.78% active; AID 602340; rescue of ATP level, % at 7.49 µM; ATP luminescence, 48 h; scaled: DMSO 0, geranylgeraniol control 100;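 active = mean ATP rescue above about 67%, or every replicate alone reaching that limit, limit read from the data, passing the limit was not always enough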;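 also: myotubes were challenged with 10 µM simvastatin during compound exposure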
Cneo AK release – Cryptococcus neoformans lysis via adenylate kinase release; C. neoformans lysis, adenylate kinase release luminescence, 4 h; normalised: neutral wells 0, clomiphene wells 100; 360,000 tested, 0.2% active; lysis activity, % at 15 µM;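 active = mean lysis activity across replicates of at least 80%, whatever share of replicates individually reach that level; inactive = mean lysis activity below 80%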
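Test system: log-phase Cryptococcus neoformans yeast cells. Input: 5 × 10^6 yeast cells/mL. Medium: fresh YPD growth medium. Doses: single dose. Incubation: static 4 h at 37 °C with compound, 1 h detection. Measured by: luminescent adenylate kinase detection reagent. Read-out: signal increase indicating cell lysis. Benchmarks: Clomiphene.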
ERp5 inh – inhibitors of human ERp5 | inhibition, % at 9.99 µM | ERp5 insulin aggregation, absorbance 650 nm, 90 min | 350,000 tested, 0.05% active | Q15084;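 active = mean replicate inhibition above about 25%, with every replicate also reaching it, limit read from the data, passing the limit was not always enough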
Target sequence (Q15084 whole entry, looked up): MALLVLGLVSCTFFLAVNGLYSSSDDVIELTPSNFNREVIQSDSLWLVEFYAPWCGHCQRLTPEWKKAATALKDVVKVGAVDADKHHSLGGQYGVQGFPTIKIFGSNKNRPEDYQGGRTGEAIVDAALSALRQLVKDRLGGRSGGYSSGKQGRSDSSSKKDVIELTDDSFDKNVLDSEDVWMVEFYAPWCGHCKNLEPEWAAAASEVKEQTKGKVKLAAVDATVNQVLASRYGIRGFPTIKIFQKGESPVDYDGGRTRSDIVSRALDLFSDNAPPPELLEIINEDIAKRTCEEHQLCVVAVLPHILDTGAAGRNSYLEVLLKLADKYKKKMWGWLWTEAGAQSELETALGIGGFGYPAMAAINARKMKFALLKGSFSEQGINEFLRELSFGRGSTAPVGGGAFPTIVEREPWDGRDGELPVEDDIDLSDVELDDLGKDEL
ARNT-TACC3 inh – disruptors of human ARNT/TACC3 interaction. AlphaScreen His-ARNT PAS-B/GST-TACC3 binding, luminescence; TACC3 fragment carries E629A point mutation. 390,000 tested, 0.66% active. Q9Y6A5. AID 623870. inhibition, % at 9.99 µM;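 active = mean inhibition of replicates at least 50% and at least half of replicates each reaching 50%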;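 also: 0% = complete ARNT plus TACC3 wells and 100% = ARNT alone without TACC3; many hits fall short of the cut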
SIRT5 block – inhibitors of human sirtuin-5 desuccinylase | AID 652115 | Purified SirT5, succinyl-peptide AMC, trypsin-coupled fluorescence | 330,000 tested, 1.1% active | inhibition, % at 15 µM | Q9NXA8; in the data active = inhibition above about 15%
Target sequence (Q9NXA8 whole entry, looked up): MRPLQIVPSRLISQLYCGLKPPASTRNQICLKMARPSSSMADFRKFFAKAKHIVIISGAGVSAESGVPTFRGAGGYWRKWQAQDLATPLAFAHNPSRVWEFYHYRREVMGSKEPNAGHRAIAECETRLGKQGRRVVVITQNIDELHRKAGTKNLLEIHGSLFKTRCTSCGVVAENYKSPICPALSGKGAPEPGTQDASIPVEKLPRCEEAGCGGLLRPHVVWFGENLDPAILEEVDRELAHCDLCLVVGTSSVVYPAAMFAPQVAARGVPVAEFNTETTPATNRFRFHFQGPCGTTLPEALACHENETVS
* hit, by the source's call; [ ] = dose if it differs, or a comment. Outcome played no part in choosing rows; about 4% have a hit in one of these screens.

Start of the listing, in advance, 4 compounds:
CCC(C)[C@H](NC(=O)[C@@H]1CSC2c3ccccc3C(=O)N21)C(=O)N1CCCCC1 (stereo partly specified) was read as esBAF inh 2, miR-122 sensor -2, Statin myotox sup 5, Cneo AK release 2, ERp5 inh 4, ARNT-TACC3 inh -2 and SIRT5 block 2.
`COc1cccc(C(C)NC(=O)C2CCCO2)c1` (stereo unspecified) gave esBAF inh -1, Statin myotox sup 1, Cneo AK release 3, ERp5 inh 6 and ARNT-TACC3 inh -5.
For O=C1c2ccccc2C(=O)N1CCn1c(=O)oc2ccccc21 the results were esBAF inh 28, miR-122 sensor 2, Statin myotox sup -5, Cneo AK release 2, ERp5 inh -7, ARNT-TACC3 inh 3 and SIRT5 block -1.
Cc1ccnc(NS(=O)(=O)c2ccc(CC(C)C)cc2)c1 was read as esBAF inh -3, miR-122 sensor -4, Statin myotox sup 13, Cneo AK release 0, ERp5 inh 5, ARNT-TACC3 inh -26 and SIRT5 block 1.

All compounds of this part (from the top)
CCC(C)[C@H](NC(=O)[C@@H]1CSC2c3ccccc3C(=O)N21)C(=O)N1CCCCC1 (stereo partly specified) was read as esBAF inh 2, miR-122 sensor -2, Statin myotox sup 5, Cneo AK release 2, ERp5 inh 4, ARNT-TACC3 inh -2 and SIRT5 block 2.
`COc1cccc(C(C)NC(=O)C2CCCO2)c1` (stereo unspecified) gave esBAF inh -1, Statin myotox sup 1, Cneo AK release 3, ERp5 inh 6 and ARNT-TACC3 inh -5.
For O=C1c2ccccc2C(=O)N1CCn1c(=O)oc2ccccc21 the results were esBAF inh 28, miR-122 sensor 2, Statin myotox sup -5, Cneo AK release 2, ERp5 inh -7, ARNT-TACC3 inh 3 and SIRT5 block -1.
Cc1ccnc(NS(=O)(=O)c2ccc(CC(C)C)cc2)c1 was read as esBAF inh -3, miR-122 sensor -4, Statin myotox sup 13, Cneo AK release 0, ERp5 inh 5, ARNT-TACC3 inh -26 and SIRT5 block 1.
For NC(c1csc(Nc2cnccn2)n1)C1CCCCC1 (stereo unspecified) the results were esBAF inh -6, miR-122 sensor -6, Statin myotox sup -5, Cneo AK release 4 and ERp5 inh 2.
`COc1ccc(N2CCN(S(=O)(=O)c3ccc4c(c3)NC(=O)CC(=O)N4)CC2)cc1` gave esBAF inh -1, Statin myotox sup 25, Cneo AK release 0, ERp5 inh -2, ARNT-TACC3 inh -2 and SIRT5 block 0.
COCCOC(=O)N1C(=O)[C@@]2(c3ccccc31)[C@H](C(=O)N1CCN(c3ncccn3)CC1)[C@H]1C(=O)O[C@H](c3ccccc3)[C@H](c3ccccc3)N1[C@@H]2c1ccc(O)cc1 was read as Cneo AK release 9, ERp5 inh -1, ARNT-TACC3 inh 16 and SIRT5 block 6.
`O=C(OCCNc1nc(-c2ccccc2)nc2ccccc12)c1ccncc1` gave esBAF inh -1, miR-122 sensor 13, Statin myotox sup -26, Cneo AK release 3, ERp5 inh -2 and SIRT5 block 1.
`CC1(C)CC(NC(=O)c2cccc(F)c2)CC(C)(C)N1` gave esBAF inh 2, miR-122 sensor 0, Statin myotox sup 1, Cneo AK release -2, ERp5 inh 0, ARNT-TACC3 inh 24 and SIRT5 block -1.
`Cc1cc(=O)n2nc(N3CCCC(C(=O)NCc4ccccc4C)C3)sc2n1` (stereo unspecified) gave esBAF inh -3, miR-122 sensor -1, Statin myotox sup 3, Cneo AK release 1, ERp5 inh -8, ARNT-TACC3 inh 3 and SIRT5 block -2.
`CN1C(=O)N(C)C2(c3ccccc3)NC(=O)NC12c1ccccc1` (stereo unspecified) gave esBAF inh 7, miR-122 sensor 1, Statin myotox sup 14, Cneo AK release 3 and ARNT-TACC3 inh 21.
For Cc1ccc(C)c(OCc2cc(C(=O)N(C)Cc3nccn3C)no2)c1 the results were esBAF inh 15, miR-122 sensor 7, Statin myotox sup 4, Cneo AK release 5, ERp5 inh -1, ARNT-TACC3 inh -7 and SIRT5 block -6.
For O=C(NCCSCc1ccco1)Nc1ccccc1 the results were esBAF inh 24, Statin myotox sup 26, Cneo AK release -2, ERp5 inh 3, ARNT-TACC3 inh 4 and SIRT5 block -3.
COc1ccc(-c2nc(CS(=O)(=O)CC(=O)NC3CCCCC3C)c(C)o2)cc1 (stereo unspecified) was read as ERp5 inh 6, ARNT-TACC3 inh 0 and SIRT5 block 0.
Screening CCNc1nc(NC(C)C)nc(NS(=O)(=O)c2ccc(C)cc2)n1 returned esBAF inh 5, miR-122 sensor 4, Statin myotox sup -4, Cneo AK release 4, ERp5 inh 1, ARNT-TACC3 inh -6 and SIRT5 block 0.
Screening Cc1nc2ccccc2nc1CSc1nnc(N)s1 returned miR-122 sensor -2, Cneo AK release 3 and ARNT-TACC3 inh -1.
Screening Cc1cc(C(=O)NCc2ccc3c(c2)OCO3)c(C)o1 returned ERp5 inh 4, ARNT-TACC3 inh -3 and SIRT5 block -2.
CC(C)n1ncc2c(C(=O)Nc3cccc(C#N)c3)cc(C3CC3)nc21 was read as esBAF inh 1, miR-122 sensor 1, Statin myotox sup -47, Cneo AK release 6, ERp5 inh 6, ARNT-TACC3 inh 4 and SIRT5 block -2.
`O=C(C1CC1)N1CCCCN2[C@H](CO)[C@@H](c3ccc(C#CC4(O)CCCC4)cc3)[C@@H]2C1` gave miR-122 sensor -28[16.7 µM], Cneo AK release 44, ERp5 inh 0, ARNT-TACC3 inh 3 and SIRT5 block 5.
For COc1ccc(/C=N/NC(=O)CCC(=O)Nc2ccccc2)cc1OC the results were ERp5 inh 3, ARNT-TACC3 inh -2 and SIRT5 block -2.
CCCc1c(C)[nH]c2ccccc2c1=O was read as esBAF inh -1, miR-122 sensor 7, Statin myotox sup -1, Cneo AK release 1 and ARNT-TACC3 inh -12.
Screening COCCN(CC(=O)Nc1cccc(C)c1C)C(=O)Cc1sc(C)nc1-c1ccc(F)cc1 returned esBAF inh -1, miR-122 sensor -6, Statin myotox sup 2, Cneo AK release -1, ERp5 inh 4, ARNT-TACC3 inh 2 and SIRT5 block -4.
`COc1cc2sc(-c3ccccc3OC)c(-c3ccc(O)cc3)c2cc1OC` gave esBAF inh -11, miR-122 sensor -2, Statin myotox sup -57, Cneo AK release -1, ERp5 inh 4 and SIRT5 block -1.
`Cc1ccc(Cn2nnc3c(=O)[nH]c(C4CCN(S(=O)(=O)c5ccc(C)cc5)CC4)nc32)cc1` gave esBAF inh 2, miR-122 sensor -4, Statin myotox sup 1, Cneo AK release 2 and ARNT-TACC3 inh 0.
For CC1(C)Cc2c(sc(NC(=O)COc3ccccc3)c2C#N)C(C)(C)N1 the results were ERp5 inh 0, ARNT-TACC3 inh -9 and SIRT5 block 1.
CN1C(=O)c2cc(NC(=O)c3ccc(Cl)cc3)ccc2OC[C@H]2O[C@@H](CC(=O)O)CC[C@H]21 was read as esBAF inh 9, miR-122 sensor -27[16.7 µM], Statin myotox sup 16, Cneo AK release -3 and ARNT-TACC3 inh -1.
CC(=O)N=Cc1c(C)c(C#N)c(=O)n(C)c1O was read as ERp5 inh -4, ARNT-TACC3 inh -1 and SIRT5 block 4.
For COC(=O)c1ccc(N2C(=O)C3CC(C)=C(C)CC3C2=O)cc1 (stereo unspecified) the results were miR-122 sensor 0, ERp5 inh -4, ARNT-TACC3 inh 4 and SIRT5 block 2.
Screening O=C(CN1C(=O)CCS(=O)(=O)c2ccccc21)Nc1cccc(F)c1 returned miR-122 sensor 1, Cneo AK release 11 and ARNT-TACC3 inh 2.
For COc1ccc(CN2C(=O)CS(=O)CC2=O)cc1OC the results were esBAF inh -7, miR-122 sensor -51, Statin myotox sup 9, Cneo AK release 3 and ARNT-TACC3 inh -2.
`O=C(CS(=O)c1cccc(C(F)(F)F)c1)Nc1ccc(Cl)cc1Cl` (stereo unspecified) gave esBAF inh 1, miR-122 sensor -8, Statin myotox sup 12, Cneo AK release 1 and ARNT-TACC3 inh -5.
`COC(=O)C(Cc1ccccc1)NCC(=O)Nc1cccc(Cl)c1C` (stereo unspecified) gave esBAF inh -3, Statin myotox sup 13, Cneo AK release 0, ERp5 inh -3, ARNT-TACC3 inh -4 and SIRT5 block 2.
`COc1ccc(CN2C[C@@H](O)COC[C@H]3O[C@H](CC(=O)N4CCc5ccccc5C4)CC[C@@H]32)cc1` gave esBAF inh 6, miR-122 sensor 1[16.7 µM], Statin myotox sup 12, Cneo AK release -7, ERp5 inh 0, ARNT-TACC3 inh 14 and SIRT5 block 1.
C[C@H](CO)N1C[C@H](C)[C@@H](CN(C)S(=O)(=O)c2ccc(Cl)cc2)Oc2ccc(NC(=O)CCCCCC(=O)Nc3ccccc3N)cc2CC1=O was read as esBAF inh -14, miR-122 sensor 0[16.7 µM] and Statin myotox sup -22.
Screening O=C(C[C@@H]1CC[C@@H]2[C@H](COC[C@H](O)CN2C(=O)c2ccncc2)O1)NCc1cccc(F)c1 returned esBAF inh -7, miR-122 sensor 2[16.7 µM], Statin myotox sup -6, Cneo AK release 0, ERp5 inh -2, ARNT-TACC3 inh -2 and SIRT5 block 0.
Screening CN1c2ccc(C3=CCCCC3)cc2[C@@H]2[C@@H](CCN2C(=O)Cc2ccccn2)[C@H]1CO returned esBAF inh 12, miR-122 sensor -1[16.7 µM], Statin myotox sup 3, Cneo AK release 10 and ARNT-TACC3 inh 19.
COc1ccc(NC(=O)CSc2ccc3nnc(CCNC(=O)c4ccccc4)n3n2)cc1OC was read as esBAF inh -2, Statin myotox sup 4, Cneo AK release 6, ERp5 inh 4, ARNT-TACC3 inh 1 and SIRT5 block -7.
`CCOc1ccc(-n2c(SCC(=O)Nc3ccc(OC)cc3)nc3sc4c(c3c2=O)CCN(C)C4)cc1` gave esBAF inh 2, miR-122 sensor 6, Statin myotox sup 10, Cneo AK release 4, ERp5 inh -9, ARNT-TACC3 inh 5 and SIRT5 block 5.
`C=CCn1c(SC(C)C(N)=O)nc2sc(CC)cc2c1=O` (stereo unspecified) gave miR-122 sensor -4, ERp5 inh 2, ARNT-TACC3 inh 0 and SIRT5 block -3.
Cc1cc(C)c(NC(=O)CSc2nc3ccc(NC(=O)CSc4nnnn4-c4ccccc4)cc3s2)c(C)c1 was read as ERp5 inh -3, ARNT-TACC3 inh -4 and SIRT5 block -4.
For CCCc1cc(=O)[nH]c(SC(C)C(=O)N2c3ccccc3CC2C)n1 (stereo unspecified) the results were esBAF inh 4, miR-122 sensor -4, Statin myotox sup 12, Cneo AK release 0, ERp5 inh -1, ARNT-TACC3 inh -15 and SIRT5 block 1.
`Cc1c(NS(=O)(=O)c2cccc(C(=O)NC(C)c3ccccc3)c2)c(=O)n(-c2ccccc2)n1C` (stereo unspecified) gave esBAF inh -7, miR-122 sensor 5, Statin myotox sup 10, Cneo AK release -1, ERp5 inh -2, ARNT-TACC3 inh 0 and SIRT5 block -4.
Screening Cc1ccc(-c2cnc3c(c2)C(=O)N([C@@H](C)CO)C[C@H](C)[C@@H](CN(C)C(=O)Cc2cccnc2)O3)cc1 returned esBAF inh -23, miR-122 sensor 4[16.7 µM], Statin myotox sup 19, Cneo AK release 0, ERp5 inh -5, ARNT-TACC3 inh -33 and SIRT5 block 3.
For Cc1ccc(N(CC(=O)NC2CCCC2)C(=O)CCC(=O)Nc2ccccn2)cc1C the results were esBAF inh -9, miR-122 sensor 2, Statin myotox sup 29, Cneo AK release 0, ERp5 inh 0 and ARNT-TACC3 inh 1.
`CCCN1[C@H](C(=O)N(C)C)[C@@H](CO)[C@@H]2Cn3c(ccc(/C=C/c4ccccc4)c3=O)[C@@H]21` gave esBAF inh -5, Statin myotox sup 10, Cneo AK release 41, ERp5 inh -3, ARNT-TACC3 inh 8 and SIRT5 block -6.
For Cn1cnc(S(=O)(=O)N2CCCCN3[C@@H](CO)[C@@H](c4ccc(-c5cccc(F)c5)cc4)[C@@H]3C2)c1 the results were esBAF inh -5, miR-122 sensor 7[16.7 µM], Statin myotox sup -6, Cneo AK release 3, ERp5 inh 0, ARNT-TACC3 inh 0 and SIRT5 block 4.
For CC(C)(O)C#Cc1ccc([C@H]2[C@@H](CO)N3CCCCN(C(=O)c4cccnc4)C[C@@H]23)cc1 the results were miR-122 sensor 12[16.7 µM], Cneo AK release -1, ERp5 inh -11, ARNT-TACC3 inh -1 and SIRT5 block -1.

High-throughput results (PubChem BioAssay)
